Bioassay records: PubChem BioAssay, several laboratories
RGS4 pot: potentiators or activators of RGS4; HEK293 M3R/inducible RGS4, carbachol calcium flux Fluo4; hits give low values; 310,000 tested, 0.92% active; B-score at 10 µM;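 active means B-score of the integrated calcium signal more than 4 SD below the library mean, with starting fluorescence not abnormally high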;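 further: negative B-score means reduced calcium response which marks RGS4 activation or potentiation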
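Material: Inducible-RGS4 HEK293 cells carrying M3 receptor; also added: carbachol at ECmax as muscarinic agonist stimulus; incubation: compound preincubation 20 min at room temperature before agonist; signal: Fluo4-AM (2 µM) calcium-flux fluorescence, kinetic read; measure: integrated calcium ratio converted to B score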
GSK3A inh: human GSK-3 alpha kinase inhibition. inhibition, % at 10 µM. 320,000 tested, 0.1% active. P49840. ADP-Glo luminescence, 60 min;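 in the data active means inhibition above about 50%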;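 further: GST-tagged GSK-3 alpha with peptide substrate and 25 µM ATP; 0% = DMSO neutral wells and 100% = GW8510 positive control wells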
Target sequence (P49840 whole entry, looked up): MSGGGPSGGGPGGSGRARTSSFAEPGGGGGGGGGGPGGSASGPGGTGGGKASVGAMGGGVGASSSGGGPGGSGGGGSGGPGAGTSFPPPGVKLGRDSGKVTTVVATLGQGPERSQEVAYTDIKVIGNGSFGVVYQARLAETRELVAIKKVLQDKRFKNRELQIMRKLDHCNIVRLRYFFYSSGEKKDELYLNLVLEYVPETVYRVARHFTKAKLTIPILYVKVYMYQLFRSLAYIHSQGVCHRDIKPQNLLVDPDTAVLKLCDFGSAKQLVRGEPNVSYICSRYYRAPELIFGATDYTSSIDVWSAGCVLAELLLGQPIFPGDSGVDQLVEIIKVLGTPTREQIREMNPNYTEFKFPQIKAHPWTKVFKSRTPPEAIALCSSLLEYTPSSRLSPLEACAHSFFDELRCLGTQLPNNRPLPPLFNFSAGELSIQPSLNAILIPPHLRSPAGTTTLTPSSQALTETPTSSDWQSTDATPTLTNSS
KCNK3 block: human KCNK3 channel inhibition, primary screen; O14649; AID 602410; B-score at 10 µM; 340,000 tested, 0.84% active; CHO-KCNK3 thallium flux, FluxOR fluorescence; hits give low values;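 active means B-score under library mean minus 4 SD, starting fluorescence ratio at most library mean plus 5 SD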;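 further: more negative B-score means stronger inhibition of thallium flux through KCNK3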
Target sequence (O14649 whole entry, looked up): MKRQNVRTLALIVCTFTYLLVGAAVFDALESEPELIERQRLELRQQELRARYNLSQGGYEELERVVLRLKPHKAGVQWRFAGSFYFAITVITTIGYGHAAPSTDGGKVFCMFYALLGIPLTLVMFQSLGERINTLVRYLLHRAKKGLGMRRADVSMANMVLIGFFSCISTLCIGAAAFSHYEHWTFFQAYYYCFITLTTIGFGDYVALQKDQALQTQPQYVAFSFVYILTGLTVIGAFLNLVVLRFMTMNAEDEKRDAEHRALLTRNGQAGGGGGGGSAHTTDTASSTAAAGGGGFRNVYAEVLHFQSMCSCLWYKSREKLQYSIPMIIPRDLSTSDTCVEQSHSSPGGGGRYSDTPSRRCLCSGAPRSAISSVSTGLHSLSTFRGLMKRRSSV
DYRK1A inh: Dyrk1A (rat) kinase inhibition; ADP-Glo luminescence, NFATc1 peptide; inhibition, % at 12.5 µM; 310,000 tested, 0.43% active; AID 504441; in the data active means inhibition above about 50%;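 further: plate controls were vehicle with enzyme for no effect and no enzyme for full effect; many of its hits are not listed in these tables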
GSK3B inh: human GSK3beta kinase inhibition; 300,000 tested, 0.038% active; activity score (negative = inhibition), % at 10 µM; GST-GSK3beta kinase, ADP-Glo luminescence, 60 min; hits give low values; P49841;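 active means more than half of replicate wells score below -50%, meaning over 50% inhibition versus plate controls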;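 further: 0% = median DMSO wells and -100% = median GW8510 positive control wells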
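Assay system: GST-tagged human GSK3beta kinase, cell-free; Input: 1.6 ng GSK3beta; Medium: Tris/MgCl2 kinase buffer; Timing: 60 min enzyme reaction, room temperature; Signal: ADP-Glo luminescence quantifying ADP generated by kinase; Evaluation: score relative to plate controls; Benchmarks: DMSO neutral wells and GW8510 at 20 µM as positive.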
KCNQ1 pot: human KCNQ1 channel potentiation or activation. P51787. 310,000 tested, 0.35% active. CHO-K1 KCNQ1, thallium flux FluxOR fluorescence; hits give high values. B-score at 10 µM;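 active means fluorescence ratio B-score, a plate-corrected score, at least three library SD, with initial intensity B-score within 5 SD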
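Assay system: stable KCNQ1 CHO-K1 line; medium: assay buffer, equal DMSO in all wells; timing: 90 min dye loading and 20 min compound exposure, both at room temperature; technique: kinetic FluxOR thallium fluorescence, 10-s 1-Hz baseline, 110-s post-stimulus read; read-out basis: B score of baseline-normalized fluorescence ratio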
PolyA inhibitor: inhibitors of polyadenylation in S. cerevisiae; S. cerevisiae SKY197-pL101 polyadenylation reporter, beta-gal luminescence; efflux-impaired pdr1/pdr3 knockout yeast; score 100 = 6 SD above DMSO; 300,000 tested, 0.02% active; calls only at 12 µM;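 active means lowest replicate activity score at least 50, where 100 means six control SD above control mean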;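 further: yeast exposed to compound for 9 h at 30 °C; higher score means more reporter readthrough which indicates perturbed polyadenylation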
KCNQ1 block: inhibitors of human KCNQ1 potassium channel; B-score at 10 µM; 310,000 tested, 1.3% active; CHO-K1 KCNQ1, FluxOR thallium flux fluorescence; hits give high values; P51787;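 active means compounds whose thallium flux B-score, printed positive for inhibition, exceeds three library SD while starting fluorescence stays within three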;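 further: channel opened by potassium depolarization with thallium stimulus after 20 min compound exposure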
KCNK9 block: blocks the human KCNK9 two-pore domain potassium channel; AID 488922; HEK293 KCNK9, FluxOR thallium flux fluorescence; hits give low values; B-score at 10 µM; Q9NPC2; 310,000 tested, 1.2% active;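 active means ratio B-score over 3 SD below the library mean, with starting fluorescence within 5 SD of its mean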;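 further: negative B-score means less thallium flux so channel inhibition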
RGS4 block: human RGS4 inhibition; HEK293 M3R/RGS4 inducible, Fluo-4 calcium flux; hits give high values; triggered by carbachol at its EC20; B-score at 10 µM; 310,000 tested, 0.45% active; AID 463165;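 active means B-score, a plate-corrected calcium signal, over three deviations above library mean, with baseline fluorescence within five deviations of library mean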;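 further: RGS4 expression induced by doxycycline in cells with stable M3 receptor; B-score is computed from the integrated fluorescence ratio over baseline after carbachol; higher B-score means a larger calcium signal and so more RGS4 inhibition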
Target sequence (P49798 whole entry, looked up): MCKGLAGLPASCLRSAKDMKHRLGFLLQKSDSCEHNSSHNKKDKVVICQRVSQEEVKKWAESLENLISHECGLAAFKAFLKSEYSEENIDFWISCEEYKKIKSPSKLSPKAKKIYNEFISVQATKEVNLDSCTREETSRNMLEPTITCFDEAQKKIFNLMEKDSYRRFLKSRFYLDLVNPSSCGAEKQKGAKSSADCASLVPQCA
hERG rescue: compounds protecting human hERG from proarrhythmic drug block. Q12809. CHO-hERG, FluxOR thallium flux, dofetilide IC70 present. activation (rescue from dofetilide block), less the hit threshold, % at 10 µM. 310,000 tested, 0.51% active;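 active means activation above the mean of controls blocked by dofetilide plus 5 SD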;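 further: thallium influx through hERG after potassium depolarization seen as dye fluorescence rise; in these data hits start at about 4.7%; inactives centre near -7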
* = called active by the depositor; i = inactive; . = no result given. A portion of the library (hit frequency here may not be typical).

SMILES	RGS4 pot	GSK3A inh	KCNK3 block	DYRK1A inh	GSK3B inh	KCNQ1 pot	PolyA inhibitor	KCNQ1 block	KCNK9 block	RGS4 block	hERG rescue
O=S(=O)(c1ccc2c(c1)OCCO2)N1CCC(n2nnc3cc(F)ccc32)CC1	i	0	i	1	-1	i	i	i	i	i	-11
CCCN(CCC)C(=O)CC(c1ccccc1)c1cc(C)ccc1O (stereo not given)	i	.	i	-3	2	i	i	i	i	i	-14
CCOC(=O)c1ccc2[nH]c(C)c(CCC(C)=O)c(=O)c2c1	i	1	i	32	2	i	i	i	i	i	0
COc1ccc(S(=O)(=O)N(CCc2ccccc2)CC(N)=O)cc1	i	5	i	2	1	i	i	i	i	i	-6
Cc1cc(NC(=S)NC(=O)c2ccccc2)ccc1-c1cc2ccccc2oc1=O	i	-5	i	-8	4	i	i	i	i	i	-11
CCN(CC)c1ccc(NC(=O)COC(=O)CCC(=O)c2ccc(F)cc2)cc1	i	-1	i	-7	-17	i	i	i	i	i	-5
COc1ccc(CONS(=O)(=O)c2ccc(NC(C)=O)cc2)cc1Cl	i	-2	i	5	-1	i	i	i	i	i	-22
COc1ccc2c(c1)S(=O)(=O)c1ccccc1N2	i	2	i	3	1	i	i	i	i	i	-8
O=C1NC(=S)S/C1=C\c1coc2ccccc2c1=O	i	2	i	11	2	i	i	i	i	i	0
COc1ccc(NC(=O)CSc2nnc(-c3ccccc3Cl)n2Cc2ccco2)c(OC)c1	i	-2	i	5	-3	i	i	i	i	i	-6
Cc1ccc(-c2noc(CSc3nc(N)cc(N)n3)n2)cc1	i	-5	i	1	1	i	i	i	i	i	-2
COc1cccc(CN=c2c([N+](=O)[O-])nn(-c3ccccc3C)n2O)c1	i	0	i	1	3	i	i	i	i	i	-3
CCc1ccc(NC(=O)CC2C(=O)NCCN2C(=S)Nc2ccccc2)cc1 (stereo not given)	i	-4	i	-5	3	i	i	i	i	i	-9
CCCCOCCCNC(=O)c1ccc([N+](=O)[O-])c(C)c1	i	-5	i	5	2	i	i	i	i	i	-3
O=C(O)c1ccccc1NS(=O)(=O)c1cccc2cccnc12	i	-2	i	.	-2	i	i	i	i	i	-4
CCC1(c2ccc(F)cc2)NC(=O)N(CC(=O)NCc2ccccc2Cl)C1=O (stereo not given)	i	-2	i	-5	0	i	i	i	i	i	-10
CCCS(=O)(=O)N1CCN(Cc2ccco2)CC1	i	0	i	-13	2	i	i	i	i	i	-4
CN(C)S(=O)(=O)c1cccc(NC(=O)c2cc3ccccc3o2)c1	i	-3	i	0	7	i	i	i	i	i	-14
O=C(NC1=NCCS1)C12CC3CC(C1)CC(C(=O)NC1=NCCS1)(C3)C2	i	-3	i	2	3	i	i	i	i	i	-14
CCCn1nnnc1NCc1ccc(SC)cc1	i	-5	i	-6	1	i	i	i	i	i	-4

The closing five compounds of the section above are carried over, then new ones follow:
SMILES	RGS4 pot	GSK3A inh	KCNK3 block	DYRK1A inh	GSK3B inh	KCNQ1 pot	PolyA inhibitor	KCNQ1 block	KCNK9 block	RGS4 block	hERG rescue
CCC1(c2ccc(F)cc2)NC(=O)N(CC(=O)NCc2ccccc2Cl)C1=O (stereo not given)	i	-2	i	-5	0	i	i	i	i	i	-10
CCCS(=O)(=O)N1CCN(Cc2ccco2)CC1	i	0	i	-13	2	i	i	i	i	i	-4
CN(C)S(=O)(=O)c1cccc(NC(=O)c2cc3ccccc3o2)c1	i	-3	i	0	7	i	i	i	i	i	-14
O=C(NC1=NCCS1)C12CC3CC(C1)CC(C(=O)NC1=NCCS1)(C3)C2	i	-3	i	2	3	i	i	i	i	i	-14
CCCn1nnnc1NCc1ccc(SC)cc1	i	-5	i	-6	1	i	i	i	i	i	-4
Cc1ccc(C(=O)NCC(=O)N2CCC(Cc3ccccc3)CC2)cc1	i	3	i	-1	-8	i	i	i	i	i	-13
O=C1CN(c2nc(-c3cccnc3)nc3scc(-c4ccccc4)c23)CCN1	i	12	i	30	-26	i	i	i	i	i	-31
O=C(/C=C/c1ccco1)NC(=S)Nc1ccccc1Br	i	0	i	.	1	i	i	i	i	i	1
CN(C)c1ccc(NC(=O)C[n+]2ccccc2)cc1	i	-4	i	-2	-1	i	i	i	i	i	-1
O=C(O)Cn1c(SCc2ccccc2)nc2ccccc21	i	.	i	-7	-2	i	i	i	i	i	0
O=C(NCc1cccnc1)c1cc(-c2cccs2)on1	i	-1	i	0	-1	i	i	i	i	i	-11
COc1cccc(N2CCN(C(=S)Nc3ccc(C)cc3C)CC2)c1	i	-1	i	0	-2	i	i	i	i	i	-10
Cn1nc(C(F)(F)F)cc1C(=O)O	i	0	i	0	3	i	i	i	i	i	-5
CCCCn1nc2cc(C(=O)NCc3cc(C(F)(F)F)cc(C(F)(F)F)c3)ccc2c1OCC	i	-1	i	-1	1	i	i	i	i	i	-7
CC(C)Cc1nnc(NC(=O)Cc2cccs2)s1	i	0	i	-1	0	i	i	i	i	i	-8
Cc1ccc(C(O)P(=O)(OC(C)C)c2ccc(N(C)C)cc2)cc1 (stereo not given)	i	-2	i	.	6	i	i	i	i	i	-5
CC(C)NC(=S)NNc1nc2ccccc2s1	i	-2	i	.	-4	i	i	i	i	i	-4
COC(=O)CSc1nnc(C)n1-c1ccc(C)cc1	i	-19	i	4	0	i	i	i	i	i	-11
CN(C)c1ccc(N/C=C/C(=O)c2ccccc2)cc1	i	0	i	12	-1	i	i	i	i	i	-10
COc1cc(CNCc2ccc(SC)cc2)cc(OC)c1	i	0	i	8	3	i	i	i	i	i	-7
Cc1cc(/C=C2\SC(=S)NC2=O)c(C)n1-c1cccc(O)c1	i	15	-8.9*	-1	-9	i	i	i	-7.3*	i	-17
O=C(CCl)Nc1cccc(CP(=O)(c2ccccc2)c2ccccc2)c1	i	-4	i	-8	2	i	i	i	i	i	-8
COc1cc2[nH]c(=O)n(CCCCCC(=O)N3CC=C(c4ccccc4)CC3)c(=O)c2cc1OC	-8.8*	2	i	-6	2	i	i	i	i	i	-10
CCN(CC)CCN(Cc1cc2cc3c(cc2[nH]c1=O)OCO3)C(=S)NCc1ccco1	i	2	i	-24	1	i	i	i	i	i	-10
COc1ccc(-c2cc(C(=O)NC(C(=O)O)C(C)C)c(C)o2)cc1OC (stereo not given)	i	-2	i	-9	2	i	i	i	i	i	-6
COc1ccccc1NC(=O)Nc1nc(CC(=O)N2CCN(c3ccccc3)CC2)cs1	i	9	i	-11	-1	i	i	i	i	i	-10
Cc1c(NC(=O)CN2C(=O)c3cccc4cccc2c34)c(=O)n(-c2ccccc2)n1C	i	1	i	0	4	i	i	i	i	i	-2
CC1CN(C(=O)CCNC(=O)c2ccccc2Cl)CC(C)O1 (stereo not given)	i	5	i	2	0	i	i	i	i	i	-11
O=C(CN1C(=O)c2ccccc2C1=O)Oc1ccc(F)cc1	i	-3	.	.	-1	i	i	i	i	i	-1
CC1(C)CC(=O)C(C(=O)c2ccccc2)C(=O)C1	i	-3	i	4	-8	i	i	i	i	i	-10
O=C(O)CCC(=O)N1N=C(c2cccs2)CC1c1cccc([N+](=O)[O-])c1 (stereo not given)	i	-2	i	3	-1	i	i	i	i	i	-10
COc1cc(OC)c(-c2nc(-c3ccncc3)no2)cc1OC	i	-4	i	.	-1	i	i	i	i	i	-5
N[C@@H](Cc1ccccc1)C(=O)N1CCC(C(=O)N[C@@H](Cc2c[nH]c3ccccc23)C(=O)O)CC1	i	-4	i	-3	5	i	i	i	i	i	-4
COc1ccc(NC(=O)c2cccs2)cc1NC(=O)c1ccco1	i	4	i	-1	3	i	i	i	i	i	-5
CNC(=O)n1cc(C)c(-c2cccs2)n1	i	-3	i	.	-4	i	i	i	i	i	-10
Cc1ccc(N2CC(C(=O)Nc3ccc(S(=O)(=O)N4CCOCC4)cc3)CC2=O)cc1Cl (stereo not given)	i	-2	i	8	1	i	i	i	i	i	-9
O=C(c1ccc(F)cc1)N(Cc1ccccc1)C1CCS(=O)(=O)C1 (stereo not given)	i	-2	i	12	1	i	i	i	i	i	-10
CC(Sc1ncn[nH]1)C(=O)Nc1ccc(Cl)cn1 (stereo not given)	i	7	i	-9	-1	i	i	i	i	i	-8
COc1ccc(C(=O)O/N=C(\N)c2ccc(OC)c(OC)c2)c(OC)c1	i	1	i	-8	2	i	i	i	i	i	-9
CCCOC(=O)c1[nH]c2c(c1C)C(=O)CC(c1ccc(OC)c(OC)c1)C2 (stereo not given)	i	.	i	7	0	i	i	i	i	i	-10
CSc1ccccc1NC(=S)N/N=C/c1cccn1Cc1ccc(F)cc1	i	0	i	-6	0	i	i	i	-7.9*	i	-1
Cc1ccc(SC[C@H](Cc2ccccc2)N2CC[C@@H](C)CCC2=O)cc1	i	0	i	1	0	i	i	i	i	i	-12
Cc1cc(C(=O)OCC(=O)NC(C)C)c(C)o1	i	0	i	-10	0	i	i	i	i	i	-4
COc1ccccc1C1C(C#N)=C(N)Oc2cc(C)n(CCCn3ccnc3)c(=O)c21 (stereo not given)	i	18	i	-3	-12	i	i	i	i	i	-8
CCOC(=O)Cc1[nH]nc2c1C(c1ccoc1)C(C#N)=C(N)O2 (stereo not given)	i	1	i	3	1	i	i	i	i	i	-3
CCOC(=O)C1CCN(S(=O)(=O)c2cc(Cl)c(C)cc2OC)CC1	i	-7	i	3	0	i	i	i	i	i	-8
O=[N+]([O-])c1cccc(CN2CCN(c3cccc4[nH]ccc34)CC2)c1	i	1	i	-2	0	i	i	i	i	i	-1
CC1Sc2ccc(S(=O)(=O)CCC(=O)Nc3ccccn3)cc2NC1=O (stereo not given)	i	0	i	3	-3	i	i	i	i	i	-6
COc1ccccc1C(=O)NC1CC(C)(C)NC(C)(C)C1	i	1	i	-3	-2	i	i	i	i	i	-11
O=C(Nc1nccs1)C1CC(=O)N(CCc2ccc(F)cc2)C1 (stereo not given)	i	5	i	-5	-1	i	i	i	i	i	-1
Cc1ccc(C)c(SCC(=O)c2ccc[nH]2)c1	i	2	i	2	0	i	i	i	i	i	-16
